# Dyrk1A ADPGlo: blocks rat Dyrk1A kinase activity. Q63470. ADP-Glo luminescence, NFATc1 peptide. actives 0.43% (n = 310,000). AID 504441. inhibition, % at 12.5 µM; in the data active = inhibition above about 50%;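 also: plate controls were vehicle with enzyme for no effect and no enzyme for full effect; many of its hits are not listed in these tables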
# PolyA inh: blocks polyadenylation in yeast reporter cells; S. cerevisiae SKY197-pL101 polyadenylation reporter, beta-gal luminescence; efflux-impaired pdr1/pdr3 knockout yeast; score 100 = 6 SD above DMSO; calls only at 12 µM; actives 0.02% (n = 300,000); AID 1875;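 active = lowest replicate activity score at least 50, where 100 means six control SD above control mean; inconclusive = lowest score under 50 but half or more replicates reach 50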;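 also: yeast exposed to compound for 9 h at 30 °C; higher score means more reporter readthrough which indicates perturbed polyadenylation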
# AI-2 QS modul: modulates the Vibrio harveyi AI-2 quorum sensing system. Vibrio harveyi JMH597 AI-2 luminescence/OD600 ratio, 9 h; hits give low values; strain lacks LuxN and CqsS sensors; 0 = neutral-control median. activity change, % at 7.5 µM. actives 0.4% (n = 300,000); in the data active = activity change below about -75%, passing the limit was not always enough; inconclusive = no clear call, values can overlap the other calls;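 also: luminescence divided by OD600 gain over 9 h not by final OD600 alone; inactives centre near 13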
# GSK3 alpha inh: blocks human GSK-3 alpha kinase; ADP-Glo luminescence, 60 min; inhibition, % at 10 µM; actives 0.1% (n = 320,000); AID 2650;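 in the data active = inhibition above about 50%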;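 also: GST-tagged GSK-3 alpha with peptide substrate and 25 µM ATP; 0% = DMSO neutral wells and 100% = GW8510 positive control wells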
# HSF1 inhib: HSF1 inhibition | NIH3T3-HGL HSE-luciferase, MG132-induced, luminescence 8 h; hits give low values | activity change, negative = inhibition, % at 7.5 µM (by protocol) | actives 0.77% (n = 300,000);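 active = more than half of replicate wells show activity change below -50%, luminescence cut by over half; inconclusive = some wells, but at most half, below -50%; inactive = no replicate well below -50%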;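 also: luciferase reports HSF-1 transcriptional activity via heat shock element; 0% = median of DMSO wells and -100% = zero luminescence signal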
# GSK3B inh: blocks human GSK3beta kinase activity. activity score (negative = inhibition), % at 10 µM. GST-GSK3beta kinase, ADP-Glo luminescence, 60 min; hits give low values. P49841. actives 0.038% (n = 300,000);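 active = more than half of replicate wells score below -50%, meaning over 50% inhibition versus plate controls; inconclusive = some replicates but at most half score below -50%; inactive = no replicate scores below -50%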;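 also: 0% = median DMSO wells and -100% = median GW8510 positive control wells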
# Target sequence (P49841 whole entry, looked up): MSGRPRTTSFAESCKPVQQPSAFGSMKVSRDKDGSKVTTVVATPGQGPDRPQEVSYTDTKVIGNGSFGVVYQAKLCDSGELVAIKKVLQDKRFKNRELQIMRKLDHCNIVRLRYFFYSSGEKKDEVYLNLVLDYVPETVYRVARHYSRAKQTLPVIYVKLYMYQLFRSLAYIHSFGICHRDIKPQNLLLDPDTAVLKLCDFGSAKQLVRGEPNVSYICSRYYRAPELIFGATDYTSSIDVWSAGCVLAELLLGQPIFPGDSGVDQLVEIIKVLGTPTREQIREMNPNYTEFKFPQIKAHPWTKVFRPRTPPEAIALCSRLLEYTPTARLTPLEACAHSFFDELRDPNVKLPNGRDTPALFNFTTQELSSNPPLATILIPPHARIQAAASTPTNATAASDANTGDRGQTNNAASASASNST
#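 test system = GST-tagged human GSK3beta kinase, cell-free | reagent = 25 µM ATP with peptide substrate | dosing = one dose of 10 µM per compound | schedule = 60 min reaction, RT | detection = luminescent ADP-Glo measurement of ADP formed | control set = DMSO neutral wells and GW8510 at 20 µM as positive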
# HSP90 refold inh: HSP90 refolding inhibition in rabbit reticulocyte lysate. luciferase refolding luminescence, 3 h. inhibition, % at 5.6 µM. actives 0.91% (n = 290,000). AID 1789;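 active = inhibition above the screen-wide mean plus 3 SD, computed separately per campaign, cut at about 16% in these data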;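 also: 0% = DMSO wells and 100% = 60 µM geldanamycin wells; inhibitors lower the luminescence because luciferase stays unfolded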
# HDAC3 inhib: human HDAC3 inhibition; AID 2718; recombinant HDAC3, fluorogenic peptide/trypsin coupled, fluorescence; O15379; inhibition, % at 8.3 µM; actives 0.15% (n = 320,000); in the data active = inhibition above about 26%, passing the limit was not always enough; inconclusive = no clear call, values can overlap the other calls
# Target sequence (O15379 whole entry, looked up): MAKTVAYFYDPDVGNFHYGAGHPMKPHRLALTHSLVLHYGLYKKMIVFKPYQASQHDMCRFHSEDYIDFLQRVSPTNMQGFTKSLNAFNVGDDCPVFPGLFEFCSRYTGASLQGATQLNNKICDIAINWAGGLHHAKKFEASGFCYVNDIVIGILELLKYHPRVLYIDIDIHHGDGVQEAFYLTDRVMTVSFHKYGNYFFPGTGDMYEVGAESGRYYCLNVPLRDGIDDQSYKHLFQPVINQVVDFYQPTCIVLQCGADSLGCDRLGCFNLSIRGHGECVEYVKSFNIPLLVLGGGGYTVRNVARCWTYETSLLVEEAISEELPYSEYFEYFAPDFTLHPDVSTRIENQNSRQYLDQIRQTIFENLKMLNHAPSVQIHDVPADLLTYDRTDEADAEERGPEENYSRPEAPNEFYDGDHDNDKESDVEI
# Platelet DG rel: modulates dense granule release in human platelets; human platelet-rich plasma, SFLLRN dense granule ATP release, luminescence; inhibition, %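 (compounds screened at 7.5 µM in platelet-rich plasma)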; actives 0.22% (n = 300,000); AID 1663;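 active = mean replicate score, as percent of positive control, at or above 50; inconclusive = mean below 50 but at least one replicate at or above 50; inactive = mean and every replicate below 50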
# HSF-1 act: increases HSF-1 driven luciferase reporter signal; activation, % at 9 µM; NIH3T3-HGL HSF-1 luciferase reporter, MG132, 8 h; 100% = twice DMSO control signal; actives 1.7% (n = 300,000);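 active = mean replicate activation of at least 50% with a set share of replicates each reaching 50%; inconclusive = only one of those two conditions met; inactive = mean below 50% and too few replicates reaching it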;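 also: 0% = median of the neutral control wells and 100% = twice that signal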
# The depositor's hits bear a star; i = inactive; u = inconclusive; x = no result given. A portion of the library; the hit share may differ from the screen's.
structure	Dyrk1A ADPGlo	PolyA inh	AI-2 QS modul	GSK3 alpha inh	HSF1 inhib	GSK3B inh	HSP90 refold inh	HDAC3 inhib	Platelet DG rel	HSF-1 act
CC(C)(C)n1ncc2c(=O)n(Cc3ccc(Cl)cc3Cl)cnc21	10	i	24	1	-14	3	-3	-6	-6	-11
CCCCC(O)(CCCC)C(=O)NN(C(=O)OCC)c1ccccc1	-10	i	24	-3	-9	1	1	3	-4	-6
NS(=O)(=O)c1ccc(CCN2C(=O)/C(=C\c3ccc(Cl)cc3)SC2=S)cc1	1	i	11	-1	-15	2	-3	-5	-8	-17
CCCCc1nnc(NC(=O)CN(C)S(=O)(=O)c2ccc(C)cc2)s1	4	i	11	1	-2	1	-3	-3	-7	10
COc1ccc2oc(C(=O)N(Cc3ccco3)Cc3cccs3)c(C)c2c1	22	i	11	-2	4	4	x	1	-5	6
Cc1ccc2[nH]c(=O)c(CN(CC3COCCO3)C(=O)Nc3ccccc3C)cc2c1 (centres undefined)	x	i	5	-1	2	2	-2	7	-1	4
Cc1ccc(-c2[nH]nc3c2C(c2ccc(OC(=O)N4CCOCC4)cc2)C(C#N)=C(N)O3)cc1 (centres undefined)	-7	i	7	1	0	-3	9	13	-4	32
CCCC(NC(=O)CNC(=O)C(C)(C)C)C(=O)O (centres undefined)	-2	i	24	-3	-15	0	-1	2	0	-19
O=C(Nc1ccc2c(c1)OCO2)C1CCN(S(=O)(=O)c2cccc3cccnc23)CC1	-4	i	2	-1	5	3	-2	-1	-4	7
CC(=O)c1cccc(NC(=O)N2CCCC2C(=O)NCc2ccccc2)c1 (centres undefined)	8	i	6	-1	7	3	-1	-3	-3	33
COc1cccc(C(=O)/C(C#N)=N/Nc2cccc(-c3ccnc(C)n3)c2)c1	14	i	1	6	10	-1	2	-7	-1	5
O=C1C(Oc2ccccc2)C(c2cccs2)N1Cc1ccc2c(c1)OCO2 (centres undefined)	2	i	0	-6	8	-6	1	-5	-4	6
Cc1sc(NC(=O)c2ccc(=O)n(C)n2)nc1-c1ccccc1	-4	i	2	-1	4	1	-1	5	-7	-7
CC(C)NCC(O)COCCOc1ccc(Cl)cc1 (centres undefined)	-2	i	0	-1	7	-3	-1	2	10	42
CCn1c(SC/C=C/c2ccccc2)nnc1-c1cccs1	-2	i	12	-1	22	1	-3	-2	-1	30
COc1ccccc1C(=O)Nc1nnc(S(=O)(=O)N2CCCCC2)s1	-3	i	36	-3	5	2	-5	0	-9	14
COc1cccc(C2NC(=O)NC(C)=C2C(=O)OCC2CCCCC2)c1 (centres undefined)	2	i	33	-1	3	0	3	10	1	1
CCCOc1ccc2ccccc2c1/C=C1\SC(=O)NC1=O	26	i	14	7	0	-1	0	4	-2	13
COc1cc(S(=O)(=O)N2CCOCC2)ccc1NC(=O)COC(=O)c1ccccn1	3	i	27	x	3	1	-2	2	1	5
Cc1ccc(N2CC(C(=O)NC(C)CCc3ccccc3)CC2=O)cc1 (centres undefined)	1	i	26	-1	6	1	-2	-5	10	8

# Part of the list above, reformatted.
Dyrk1A ADPGlo | PolyA inh | AI-2 QS modul | GSK3 alpha inh | HSF1 inhib | GSK3B inh | HSP90 refold inh | HDAC3 inhib | Platelet DG rel | HSF-1 act | molecule
22 | i | 11 | -2 | 4 | 4 | x | 1 | -5 | 6 | COc1ccc2oc(C(=O)N(Cc3ccco3)Cc3cccs3)c(C)c2c1
x | i | 5 | -1 | 2 | 2 | -2 | 7 | -1 | 4 | Cc1ccc2[nH]c(=O)c(CN(CC3COCCO3)C(=O)Nc3ccccc3C)cc2c1 (centres undefined)
-7 | i | 7 | 1 | 0 | -3 | 9 | 13 | -4 | 32 | Cc1ccc(-c2[nH]nc3c2C(c2ccc(OC(=O)N4CCOCC4)cc2)C(C#N)=C(N)O3)cc1 (centres undefined)

# The list continues.
structure	Dyrk1A ADPGlo	PolyA inh	AI-2 QS modul	GSK3 alpha inh	HSF1 inhib	GSK3B inh	HSP90 refold inh	HDAC3 inhib	Platelet DG rel	HSF-1 act
Cc1cccc(C)c1NC(=O)CNC(=O)Cc1c[nH]c2ccccc12	-6	i	5	0	0	1	x	3	-6	-3
O=C(Cc1ccc(F)cc1)Nc1cccc(-c2cn3c(n2)SCC3)c1	x	i	23	5	1	1	-2	-5	1	13
OCC[C@H]1C[C@H](O)[C@@H](O)[C@@]2(CCCCO2)O1	4	i	19	-2	-11	-5	-2	-1	-5	-29
Cc1ccc(C2c3c(oc4cc(C)c(C)cc4c3=O)C(=O)N2CCCN2CCOCC2)cc1 (centres undefined)	18	i	13	-1	5	1	-4	5	-15	10
O=C(NCCC1=CCCCC1)c1cc(S(=O)(=O)N2CCOCC2)ccc1Cl	14	i	8	-4	7	-2	x	-4	7	3
COc1ccc(/C=C/C(=O)Nc2ccncc2)cc1OC	14	i	6	-2	2	-4	4	-17	3	20
COC(=O)C(Cc1ccc(O)cc1)NC(=O)CCc1ccco1 (centres undefined)	-2	i	22	-1	-4	-1	-6	4	1	7
CCOC(=O)C1=C(C)NC2=C(C(=O)CC(C)(C)C2)C1c1ccc(N(C)C)cc1 (centres undefined)	11	i	-8	1	3	6	-3	-2	-7	3
CCOCCCN(C(=O)Nc1ccc(CC)cc1)C1CCN(C(C)=O)CC1	-1	i	7	-1	-24	1	3	0	7	-23
CCNC(=O)C(=O)c1c(-c2ccccc2)[nH]c2ccccc12	-1	i	10	-1	-3	2	6	u	0	9
CCN(CC)CCCNC(=O)C(C)n1nc(C)c2sc3ccccc3c2c1=O (centres undefined)	8	i	1	-1	3	-2	1	-6	-8	24
NS(=O)(=O)c1cnccc1NCCc1ccccc1	x	i	47	-3	0	-4	x	1	-4	17
O=C(CS(=O)(=O)c1ccc(C(F)(F)F)cn1)NNC(=O)c1ccccc1	-2	i	6	-4	-5	-1	-1	2	-2	-7
CCOC(=O)CCCCCNC(=O)c1ccc(F)cc1F	2	i	24	1	-5	-2	x	6	0	-12
CC(C)(C)C(=O)Nc1scc(-c2ccc(-c3ccccc3)cc2)c1C(=O)O	-4	i	7	-8	1	0	0	3	1	4
CC(=O)[C@@H]1[C@@H]2C(=O)N(Cc3ccccc3)C(=O)[C@@H]2C2c3ccccc3C=CN21 (some centres undefined)	3	i	31	2	-1	-1	7	11	2	1
Cc1nnc(SCC(=O)Nc2ccc([N+](=O)[O-])cc2)n1C	8	i	-10	3	-1	-2	-2	-1	-7	7
O=C(CSc1nc2ccccc2s1)N/N=C/c1cc([N+](=O)[O-])ccc1O	-2	i	3	0	-20	-5	0	2	1	-21
Cn1c(SCC(=O)NCCc2ccccc2)ncc(C(=O)Nc2ccccc2)c1=O	4	i	13	-2	9	1	x	-7	15	19
Cc1ccccc1NC(=O)CSc1nnc(C)c(=O)[nH]1	-8	i	14	-4	-5	-1	0	4	-7	-5
O=C(CSc1nnc(CNC(=O)c2ccccc2)o1)c1ccc(Cl)cc1	0	i	14	0	4	-1	-1	-1	-14	-8
Cc1ccc(C(C)C)c(OCCNC(=O)c2ccccc2O)c1	7	i	6	0	6	0	-1	-7	-3	4
CCOc1ccccc1C1NC(=O)c2ccccc2O1 (centres undefined)	-6	i	3	-2	-3	-2	1	u	7	0
CCC(C(=O)Nc1nccs1)c1ccccc1 (centres undefined)	0	i	-1	2	-9	0	2	4	-2	-30
Cc1ccccc1OCC(=O)Nc1nnc(-c2ccco2)s1	-5	i	22	-1	-2	-3	3	x	1	4
CCC1=C(OC(=O)N(CC)CC)N2C(=O)OC(=NCC(=O)OC)[C@]2(Cc2ccccc2)[C@H]2C1=CC[C@H]1C(=O)N(C)C(=O)[C@H]12	9	i	6	2	-1	3	x	-3	6	-1
CCc1cc(C(=O)NCC(C)(C)N2CCOCC2)sc1C	2	i	9	0	-68*	-7	x	-2	-8	-76
O=C(OC1CCCCC1=O)c1cc(=O)c2ccccc2o1 (centres undefined)	2	i	14	2	21	2	-1	1	x	17
Cc1ccsc1/C=N/NC(=O)C(O)c1ccccc1 (centres undefined)	x	x	25	4	-1	-4	-1	5	-7	12
COc1cccc(CN(C)C(=O)c2ccc(S(=O)(=O)N3CCCC3)cc2)c1OC	6	i	-12	-3	0	2	0	-1	-7	17
O=[n+]1c2c(n([O-])c3cc(Br)ccc31)CCC2	1	i	-10	-2	-4	-21	1	4	-29	14
Cc1ccc(NC(=S)NNC(=O)c2nnn(-c3ccccc3)c2C)cc1	-5	i	58	-4	4	0	-3	-7	4	12
Cc1ccc[n+](CC2OCc3ccccc3CO2)c1	-1	i	13	-2	-11	-1	-6	-5	-5	2
CC(=O)c1cccc(OCCCOc2cccc3cccnc23)c1	11	i	7	1	20	-5	-1	8	1	15
CN(CC(=O)Nc1ccccc1Br)C(=O)COc1cccc2c1OC(C)(C)C2	0	i	-1	-5	-1	0	x	-2	-11	12
CC(C)(C)C(=O)OCc1cn(-c2ccccc2)nn1	-7	i	10	0	11	-5	-3	1	-1	18
CC(C)(C)C1CCC(OC(=O)C[N+]2(C)CCCC2)CC1 (centres undefined)	-1	i	18	-1	-15	1	-1	-3	7	-35
O=C1COc2ccc(C(=O)COC(=O)c3cnc(Cl)c(Cl)c3)cc2N1	3	i	-23	1	-3	1	-1	4	-14	14
CC(=O)O/N=C(/c1nonc1N)N1CCN(c2ccc([N+](=O)[O-])cc2Cl)CC1	-2	i	8	1	0	2	-2	14	-7	-12
CCOc1ccccc1NC(=O)c1cnccn1	9	i	10	-1	-2	-3	-6	-7	-4	7
O=C1c2ccccc2C(=O)N1Cc1nc2ccccc2o1	2	x	19	-2	x	1	2	13	x	x
O=C(O)CNC(=O)C(Cc1ccccc1)NC(=O)OCc1ccccc1 (centres undefined)	-1	i	21	-2	-5	-2	0	2	1	-12
Cc1cc([N+](=O)[O-])nn1CCCC(=O)O	x	i	3	-1	-11	-1	-4	-5	14	-11
O=C(CC1(O)C(=O)Nc2cc(Cl)cc(Cl)c21)c1ccccc1O (centres undefined)	7	i	4	0	3	1	3	5	2	-12
CC(C)(Cc1ccccc1)NC(=O)C(=O)c1cn(CC(=O)N2CCOCC2)c2ccccc12	-3	i	12	-2	11	-1	-2	-3	-15	24
Cc1ccoc1C(=O)NCc1occc1C(=O)O	-4	i	20	-2	-2	2	2	1	-2	28
CCN(CC(=O)Nc1ccccc1C(F)(F)F)C(=O)c1cc(-c2cccs2)nn1-c1ccccc1	0	i	42	0	25	0	3	-3	35	25
O=C(c1ccc(COc2c(F)c(F)c(F)c(F)c2F)o1)N1CCOCC1	-11	i	25	-2	11	2	2	3	-1	13
CCOc1nc(-c2ccc(Cl)cc2)nc2ccccc12	-1	i	13	-1	-3	-7	-1	-11	3	9

# From PubChem
